Screening results from PubChem BioAssay.
PERK inhibitor – human PERK inhibition, primary cell-based screen; AID 1416; 220,000 tested, 0.17% active; inhibition, % at 5.6 µM; Q9NZJ5; CHO PERK-DD fusion, SEAP luminescence translation reporter;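 active = inhibition above the mean inhibition of all tested compounds plus 3 SD, set separately per screening campaign, cut at about 2.9% in these data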;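 note: PERK kinase domain activated by AP20187 dimerizer at 100 nM; 0% = DMSO with dimerizer and 100% = rapamycin at 8.4 µM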
Thrombin inh – thrombin (human) inhibition; P00734; alpha-thrombin, Boc-VPR-AMC fluorogenic substrate cleavage; inhibition, % at 5 µM; 220,000 tested, 0.26% active;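 active = inhibition at or above 40%; inactive = inhibition below 40%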;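 note: 0% = enzyme with no compound and 100% = wells without enzyme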
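System: human alpha-thrombin protein; Compound dosing: one concentration per compound, 5 µM, with 0.2% DMSO; Timing: reaction at room temperature; Technique: AMC fluorescence, 355/460 nm; Controls: enzyme without compound as high, wells lacking enzyme as low.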
Calpain2 inh – calpain II (pig) inhibition; inhibition, % at 16 µM; AID 1236; purified calpain II, fluorogenic peptide substrate, 30 min; 220,000 tested, 0.37% active;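 active = inhibition above about 50%, limit read from the data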
Furin inh – blocks human furin protease activity; P09958; 220,000 tested, 0.061% active; purified furin, fluorogenic substrate cleavage; inhibition, % at 30 µM; AID 463115; in the data active = inhibition above about 25%; note: inactives centre near -15
Rad51 HR inh – blocks human Rad51 in homologous recombination; hRad51 DNA strand exchange, fluorescence dequenching; AID 1385; inhibition, % at 10 µM; 200,000 tested, 0.085% active;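 active = inhibition above 40% at the single screening dose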;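 note: 0% = DMSO control wells and 100% = blanks with heterologous ssDNA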
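System: hRad51 filaments on single-stranded DNA; reagent: Fluorescein- and BHQ1-tagged 47-mer duplex; compound dosing: one concentration, 10 µM final; timing: filaments 15 min 37 °C, then compound 30 min; measured by: fluorescein emission 520 nm, excitation 485 nm; benchmarks: per-plate controls and blanks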
Cl transport mod – modulates chloride dependent transport by human KCC2 | 190,000 tested, 2.2% active | B-score of Tl+ flux slope (higher = more flux/activation; lower = inhibition) at 10 µM | KCC2 cells, thallium flux FluoZin-2 fluorescence;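 active = thallium flux slope and its plate-corrected score both differing from the plate sample mean at a set confidence after two filtering rounds, in either direction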;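 note: slope of fluorescence scaled to starting intensity during 10 to 20 s after thallium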
Target sequence (Q9H2X9 whole entry, looked up): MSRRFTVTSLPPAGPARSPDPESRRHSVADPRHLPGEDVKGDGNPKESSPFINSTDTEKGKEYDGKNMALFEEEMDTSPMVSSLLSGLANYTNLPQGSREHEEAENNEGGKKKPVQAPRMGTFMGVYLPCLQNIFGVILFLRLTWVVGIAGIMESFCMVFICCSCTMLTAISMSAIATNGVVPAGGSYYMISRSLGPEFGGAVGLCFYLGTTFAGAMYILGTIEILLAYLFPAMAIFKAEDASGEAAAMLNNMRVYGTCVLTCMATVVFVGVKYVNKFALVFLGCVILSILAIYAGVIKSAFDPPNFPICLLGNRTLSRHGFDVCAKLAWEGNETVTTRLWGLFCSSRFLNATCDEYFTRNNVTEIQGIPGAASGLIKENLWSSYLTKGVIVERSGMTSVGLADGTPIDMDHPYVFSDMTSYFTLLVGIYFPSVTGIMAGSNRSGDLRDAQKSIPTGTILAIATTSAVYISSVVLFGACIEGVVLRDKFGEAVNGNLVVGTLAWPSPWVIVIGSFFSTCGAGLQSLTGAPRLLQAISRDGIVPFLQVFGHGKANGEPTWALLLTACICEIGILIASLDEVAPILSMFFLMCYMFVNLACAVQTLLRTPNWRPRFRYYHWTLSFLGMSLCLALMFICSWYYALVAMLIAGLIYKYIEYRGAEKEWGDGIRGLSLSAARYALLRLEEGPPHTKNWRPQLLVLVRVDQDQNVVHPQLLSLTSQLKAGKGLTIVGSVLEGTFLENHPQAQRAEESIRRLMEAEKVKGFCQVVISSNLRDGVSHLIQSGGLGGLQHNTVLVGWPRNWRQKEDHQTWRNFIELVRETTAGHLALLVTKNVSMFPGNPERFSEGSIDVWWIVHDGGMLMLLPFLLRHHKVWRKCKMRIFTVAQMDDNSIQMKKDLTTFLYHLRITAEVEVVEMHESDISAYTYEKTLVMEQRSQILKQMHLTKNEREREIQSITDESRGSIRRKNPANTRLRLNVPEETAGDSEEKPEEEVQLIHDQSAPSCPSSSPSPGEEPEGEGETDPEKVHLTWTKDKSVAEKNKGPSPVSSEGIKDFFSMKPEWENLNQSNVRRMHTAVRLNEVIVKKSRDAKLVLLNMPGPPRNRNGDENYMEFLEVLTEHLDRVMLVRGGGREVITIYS
KLK5 inh – inhibitors of human kallikrein 5 | Q9Y337 | recombinant hK5, fluorogenic AMC substrate cleavage | inhibition, % at 5 µM | 210,000 tested, 0.59% active | AID 873;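 active = inhibition of 40% or more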;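 note: 0% = enzyme controls without compound and 100% = no-enzyme blanks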
FXIIa inh – blocks human coagulation factor XIIa protease activity; P00748; AID 800; purified FXIIa, Boc-QGR-AMC fluorogenic substrate, 2 h; 220,000 tested, 0.3% active; inhibition, % at 5 µM; in the data active = inhibition above about 40%;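 note: 0% = enzyme with no compound and 100% = blank without enzyme; many of its hits are not listed in these tables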
FXIa inh – blocks human coagulation factor XIa protease activity; P03951; purified FXIa, Boc-Glu-Ala-Arg-AMC fluorogenic substrate; inhibition, % at 5 µM; 220,000 tested, 0.14% active; AID 798;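 active = inhibition of at least 40%; inactive = inhibition below 40%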;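 note: fluorescence of freed AMC excited at 355 nm; 0% = enzyme without compound and 100% = no enzyme blank; many of its hits are not listed in these tables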
* = called active by the depositor; [ ] = dose if it differs, or a comment. Some of the compounds tested (hit frequency here may not be typical).

How did O=C(CCn1cnc2ccccc21)N/N=C/c1ccccc1O do in these assays?
PERK inhibitor: 0.2; Thrombin inh: 0; Calpain2 inh: -192; Furin inh: -22; Rad51 HR inh: 6; Cl transport mod: -0.27; KLK5 inh: -7; FXIIa inh: 10; FXIa inh: 0

Results for Cc1ccc(CSc2nc3ccsc3c(=O)n2Cc2ccccn2)cc1 ?
PERK inhibitor: -1.0; Thrombin inh: -4; Calpain2 inh: 28; Furin inh: -10; Rad51 HR inh: 6; Cl transport mod: -0.2; KLK5 inh: -4; FXIIa inh: 3; FXIa inh: 0

Results for Cc1ccc2nc(SCC(=O)Nc3cccc(S(N)(=O)=O)c3)[nH]c2c1 ?
PERK inhibitor: 0.5; Thrombin inh: 1; Calpain2 inh: 0; Furin inh: -18; Cl transport mod: -0.7; KLK5 inh: 93*; FXIIa inh: 9; FXIa inh: 2

What do the screens show for `O=C(CN1CCN(Cc2ccccc2)CC1)Nc1ccc(Cl)cn1`?
PERK inhibitor: -0.6; Thrombin inh: 4; Calpain2 inh: -19; Furin inh: -17[20 µM]; Rad51 HR inh: -4; Cl transport mod: -0.85; KLK5 inh: -23; FXIIa inh: 19; FXIa inh: 8

What do the screens show for `CCOC(=O)/C(=C/c1c2ccccc2cc2ccccc12)NC(=O)c1ccccc1`?
PERK inhibitor: -0.4; Thrombin inh: -8; Calpain2 inh: 17; Furin inh: -24[20 µM]; Rad51 HR inh: 8; KLK5 inh: 0; FXIIa inh: 3; FXIa inh: -4

How did COc1cc(CC(NC(C)=O)C(=O)NC2CCN(c3c4c(nc5ncnn35)CCC4)CC2)cc(OC)c1 (stereo unspecified) do in these assays?
PERK inhibitor: 0.8; Thrombin inh: -13; Calpain2 inh: -13; Furin inh: -23; Rad51 HR inh: 11; KLK5 inh: 0; FXIIa inh: 6; FXIa inh: -2

Results for COc1cc(C(CC(=O)N2CCN(c3ccccc3)CC2)c2c(OC)cc(OC)c3ccc(=O)oc23)cc(OC)c1OC (stereo unspecified) ?
Thrombin inh: -4; Calpain2 inh: -67; Furin inh: -11; Rad51 HR inh: 2; Cl transport mod: -0.9; KLK5 inh: -1; FXIIa inh: 5; FXIa inh: -2

What do the screens show for `CCNC(=S)NNC(=O)c1cc(C)on1`?
PERK inhibitor: -0.2; Thrombin inh: 2; Calpain2 inh: 0; Furin inh: -6[20 µM]; Rad51 HR inh: -6; Cl transport mod: -1.3; KLK5 inh: -28; FXIIa inh: 19; FXIa inh: 6

What do the screens show for `CCC1Oc2ccc(C)cc2N(CC(=O)N(Cc2ccc(C)o2)C2CCCC2)C1=O` (stereo unspecified)?
PERK inhibitor: 0.2; Thrombin inh: -3; Calpain2 inh: 30; Furin inh: -11[20 µM]; Cl transport mod: -0.72; KLK5 inh: -2; FXIIa inh: 16; FXIa inh: 9

What do the screens show for `Cc1ccc(C)c(OCCN2C(=O)NC3(CCc4ccccc4C3)C2=O)c1` (stereo unspecified)?
PERK inhibitor: -0.6; Thrombin inh: -6; Calpain2 inh: 26; Furin inh: -6; Cl transport mod: -2.2; KLK5 inh: -5; FXIIa inh: 0; FXIa inh: -11

Results for CC1CCN(c2cc(N3CCOCC3)c(F)cc2[N+](=O)[O-])CC1 ?
PERK inhibitor: 1.4; Thrombin inh: -1; Calpain2 inh: -27; Furin inh: 4[20 µM]; Rad51 HR inh: -4; Cl transport mod: -0.35; KLK5 inh: 3; FXIIa inh: -6; FXIa inh: 5

What do the screens show for `Cc1cccc(NC(=O)Nc2ccc(S(N)(=O)=O)cc2)c1`?
PERK inhibitor: 2.7; Thrombin inh: -4; Calpain2 inh: -11; Furin inh: -11; Rad51 HR inh: 18; Cl transport mod: 0.14; KLK5 inh: -2; FXIIa inh: 7; FXIa inh: -2

What do the screens show for `NC1=NC(=O)CC(C(=O)NCCc2ccccc2)S1` (stereo unspecified)?
PERK inhibitor: 0.1; Thrombin inh: 4; Calpain2 inh: 18; Furin inh: -15[20 µM]; Rad51 HR inh: -5; Cl transport mod: 0.32; KLK5 inh: -14; FXIIa inh: 17; FXIa inh: 6

Results for CCC(C(=O)Nc1nnc(-c2ccco2)s1)c1ccccc1 (stereo unspecified) ?
PERK inhibitor: -1.7; Thrombin inh: -3; Calpain2 inh: -25; Furin inh: -13; Rad51 HR inh: 6; Cl transport mod: -0.49; KLK5 inh: -8; FXIIa inh: 22; FXIa inh: 17

Results for C/C(N)=C(/C#N)C(=O)COC(=O)c1cc(S(=O)(=O)N2CCCCC2)ccc1C ?
PERK inhibitor: -0.9; Thrombin inh: -2; Calpain2 inh: 9; Furin inh: 3[20 µM]; Cl transport mod: -0.28; KLK5 inh: -6; FXIIa inh: 9; FXIa inh: 1

What do the screens show for `Cc1ccc(NC(=O)C2(c3ccc([N+](=O)[O-])cc3)CCCC2)cc1`?
PERK inhibitor: 0.1; Thrombin inh: 0; Calpain2 inh: 27; Furin inh: -13; Rad51 HR inh: -5; Cl transport mod: -0.35; KLK5 inh: -1; FXIIa inh: 12; FXIa inh: 6

How did CSc1nc(-c2ccc(Cl)cc2)c(C#N)c(=O)n1C do in these assays?
PERK inhibitor: 0.9; Thrombin inh: -8; Calpain2 inh: -28; Furin inh: -22; Rad51 HR inh: 0; Cl transport mod: -0.93; KLK5 inh: 12; FXIIa inh: 4; FXIa inh: -2

How did CN(C)CCNC(=O)C(=O)NCC1OCCCN1S(=O)(=O)c1cccs1 (stereo unspecified) do in these assays?
PERK inhibitor: 0.5; Thrombin inh: 2; Calpain2 inh: 8; Furin inh: -21; Rad51 HR inh: 5; Cl transport mod: 0.079; KLK5 inh: -6; FXIIa inh: 2; FXIa inh: 5

How did O=C(Nc1ccc(N2CCCCC2)cc1)c1ccc(F)cc1 do in these assays?
PERK inhibitor: 0.0; Thrombin inh: -9; Calpain2 inh: 10; Furin inh: -22[20 µM]; Rad51 HR inh: 0; Cl transport mod: -0.43; KLK5 inh: -3; FXIIa inh: 2; FXIa inh: 5

Results for CCOC(=O)C(=N/O)/C(C)=N/NC(C)=O ?
PERK inhibitor: 0.3; Thrombin inh: -1; Calpain2 inh: -3; Furin inh: -12; Rad51 HR inh: 8; Cl transport mod: -0.29; KLK5 inh: -17; FXIIa inh: 15; FXIa inh: -4

How did O=S1(=O)CC=C(CSC(=S)NC2CCS(=O)(=O)C2)C1 (stereo unspecified) do in these assays?
PERK inhibitor: 1.6; Thrombin inh: 0; Calpain2 inh: 4; Furin inh: -18; Cl transport mod: 1.2; FXIIa inh: 13; FXIa inh: 4

Results for Cc1cc(NC(=O)c2ccc3c(c2)C(=O)N(C2CCCCC2)C3=O)no1 ?
PERK inhibitor: 0.7; Thrombin inh: 0; Calpain2 inh: 2; Furin inh: -9[20 µM]; Rad51 HR inh: 11; KLK5 inh: -2; FXIIa inh: 1; FXIa inh: -1

How did Cc1ccc(NC(=S)N(CCN(C)C)Cc2cccs2)cc1 do in these assays?
PERK inhibitor: 0.4; Thrombin inh: -9; Calpain2 inh: -8; Furin inh: -37; Rad51 HR inh: 7; Cl transport mod: -0.025; KLK5 inh: 1; FXIIa inh: 10; FXIa inh: -1

What do the screens show for `CCOc1c2ccc(C(=O)NCc3ccc(C)cc3)cc2nn1CC`?
PERK inhibitor: 0.4; Thrombin inh: 1; Calpain2 inh: inactive; Furin inh: -27[20 µM]; Rad51 HR inh: 6; Cl transport mod: -0.83; KLK5 inh: 0; FXIIa inh: 13; FXIa inh: 6

How did O=C(COC(=O)Cn1cnc2ccccc21)Nc1cc2c(cc1Cl)C(=O)c1ccccc1C2=O do in these assays?
PERK inhibitor: 0.2; Thrombin inh: -5; Calpain2 inh: -45; Furin inh: -11; Rad51 HR inh: 7; Cl transport mod: 0.07; KLK5 inh: 7; FXIIa inh: 10; FXIa inh: -1

How did CCOCCCNC(=O)C(NC(=O)Cc1c[nH]c2ccccc12)c1ccc(OC)cc1 (stereo unspecified) do in these assays?
PERK inhibitor: 0.2; Thrombin inh: -8; Calpain2 inh: -9; Furin inh: -23; Rad51 HR inh: 7; Cl transport mod: -0.38; KLK5 inh: -6; FXIIa inh: 1; FXIa inh: -5

What do the screens show for `O=C(N/N=C/c1ccc(O)cc1)c1csc2ccccc12`?
PERK inhibitor: 1.4; Thrombin inh: 3; Calpain2 inh: 45; Furin inh: -12[20 µM]; Rad51 HR inh: 9; Cl transport mod: 0.32; KLK5 inh: 8; FXIIa inh: 0; FXIa inh: 19

Results for O=C(c1cccn2c(=O)c3cc4ccccc4cc3nc12)N1CCN(c2ccccc2)CC1 ?
PERK inhibitor: 0.6; Thrombin inh: -14; Calpain2 inh: -46; Furin inh: -17[20 µM]; Cl transport mod: 0.21; KLK5 inh: 3; FXIIa inh: -6; FXIa inh: 8

Results for CCCNS(=O)(=O)c1ccc(CCC(=O)N2CCC(C)CC2)cc1 ?
PERK inhibitor: -1.4; Thrombin inh: 1; Calpain2 inh: 4; Furin inh: -4[20 µM]; Rad51 HR inh: -9; Cl transport mod: 0.88; KLK5 inh: -4; FXIIa inh: 18; FXIa inh: 5

How did CCN(CC)CCN1C(=O)c2oc3ccccc3c(=O)c2C1c1ccccc1 (stereo unspecified) do in these assays?
PERK inhibitor: -0.6; Thrombin inh: 1; Calpain2 inh: -1; Furin inh: -9; Rad51 HR inh: 5; KLK5 inh: -23; FXIIa inh: 29; FXIa inh: 21

What do the screens show for `CCC(C)(C)NC(=O)C(c1ccc(F)cc1)N(Cc1cccs1)C(=O)c1cnccn1` (stereo unspecified)?
PERK inhibitor: -0.3; Thrombin inh: -6; Calpain2 inh: -25; Furin inh: -34; Rad51 HR inh: 3; Cl transport mod: 0.71; KLK5 inh: 2; FXIIa inh: 7; FXIa inh: -3

What do the screens show for `COC(=O)Cn1c(=NC(=O)c2cccc(OC)c2)sc2cc(OC)ccc21`?
PERK inhibitor: 0.2; Thrombin inh: 11; Calpain2 inh: -300; Furin inh: -10; Rad51 HR inh: 0; Cl transport mod: 0.26; KLK5 inh: -12; FXIIa inh: -15; FXIa inh: -13

How did COc1ccc(-n2cc(CNCCCN3CCCC3=O)c(-c3ccccc3Cl)n2)cc1 do in these assays?
PERK inhibitor: -0.4; Thrombin inh: -3; Calpain2 inh: -18; Furin inh: -22; Rad51 HR inh: -2; Cl transport mod: 0.76; FXIIa inh: 8; FXIa inh: -4

How did O=C(NC(=O)N1CCN(c2ccc([N+](=O)[O-])cn2)CC1)c1c(Cl)cccc1Cl do in these assays?
PERK inhibitor: -0.2; Thrombin inh: 2; Calpain2 inh: 19; Furin inh: -10; Rad51 HR inh: 7; Cl transport mod: 0.25; KLK5 inh: 3; FXIIa inh: 2; FXIa inh: 4

Molecules listed so far that contain a cyano group:
Results for C/C(N)=C(/C#N)C(=O)COC(=O)c1cc(S(=O)(=O)N2CCCCC2)ccc1C ?
PERK inhibitor: -0.9; Thrombin inh: -2; Calpain2 inh: 9; Furin inh: 3[20 µM]; Cl transport mod: -0.28; KLK5 inh: -6; FXIIa inh: 9; FXIa inh: 1

How did CSc1nc(-c2ccc(Cl)cc2)c(C#N)c(=O)n1C do in these assays?
PERK inhibitor: 0.9; Thrombin inh: -8; Calpain2 inh: -28; Furin inh: -22; Rad51 HR inh: 0; Cl transport mod: -0.93; KLK5 inh: 12; FXIIa inh: 4; FXIa inh: -2
